Compound activity: PubChem BioAssay, National Center for Advancing Translational Sciences (NCATS)
TRHR ag = activates the human TRH receptor. P34981. TRHR cells, calcium flux fluo-8, FDSS agonist mode. activation, % at 2 µM. 360,000 tested, 0.18% active; in the data active = activation above about 30%; also: 0% is about no effect
Target sequence (P34981 whole entry, looked up): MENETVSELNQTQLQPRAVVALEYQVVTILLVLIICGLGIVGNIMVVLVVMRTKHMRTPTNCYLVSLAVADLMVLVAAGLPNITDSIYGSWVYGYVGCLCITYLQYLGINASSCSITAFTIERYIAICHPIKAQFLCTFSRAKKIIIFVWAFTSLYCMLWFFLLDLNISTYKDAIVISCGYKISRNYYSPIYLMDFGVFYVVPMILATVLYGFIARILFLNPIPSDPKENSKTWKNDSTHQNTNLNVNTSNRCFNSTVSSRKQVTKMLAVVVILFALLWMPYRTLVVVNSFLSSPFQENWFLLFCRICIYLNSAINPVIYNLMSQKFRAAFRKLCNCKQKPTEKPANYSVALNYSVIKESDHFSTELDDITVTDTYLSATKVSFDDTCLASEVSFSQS
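Steps: seed TRHR cells overnight; add fluo-8 no-wash Ca dye, RT 30 min–1.5 h; record 10 s baseline; pin-transfer compounds; monitor fluorescence 1 cycle/s for the agonist window. Calcium increases flag candidate agonists.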
TrxR1 inh = inhibitors of rat thioredoxin reductase 1. O89049. Potency, µM (highest dose often 114 µM), inactives show top-dose activity change, negative = inhibition, hits mostly inhibitors. 390,000 tested, 1% active. recombinant rTrxR1, NADPH fluorescence consumption, selenite substrate; also: potency is read from the fitted curve at half-maximal effect; % is scaled to controls: 0 for no effect and ±100 for the full control effect; nearly all actives have a fitted effect of over 65% in size
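Rat TrxR1 (90 nM in the dispensed reagent) was pre-reduced with 400 uM NADPH for 5 min at room temperature, then incubated with compound for 15 min. After 400 uM selenite was added, NADPH fluorescence (Ex 340/Em 450 nm) was followed for 8 min.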
D2 antagonist = antagonists of human D2 dopamine receptor; 340,000 tested, 2% active; HEK293 TREx D2 cells, calcium flux, dopamine EC80; inhibition, % at 10 µM; in the data active = inhibition above about 30%; also: 0% is about no effect
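Tetracycline-induced HEK293 T-REx cells expressing D2 force-coupled to calcium signalling were dye-loaded, exposed to compound for 180 s, then challenged with an EC80 of dopamine; calcium flux was followed kinetically for a further 180 s.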
TrxR1 substrate = is turned over as a substrate by rat TrxR1 | O89049 | purified TrxR1 substrate turnover, NADPH consumption readout | Potency, µM (top dose mostly 114 µM), without a hit: at the top dose activity change, negative = substrate turnover | 390,000 tested, 0.01% active; also: potency is read from the fitted curve at half-maximal effect; % is scaled to controls: 0 for no effect and ±100 for the full control effect; nearly all actives have a fitted effect of over 50% in size
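Rat TrxR1, dispensed at 90 nM, was prereduced with 400 uM NADPH (final) for 5 min at ~22 deg C, then incubated with compound 15 min before 400 uM selenite. A first-read NADPH fluorescence drop versus no-compound background flagged substrates.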
PI4K2A block = inhibitors of human PI4K2A | purified PI4K2A, ADP-Glo luminescence, 1 h; active compounds read low | activity change, negative = inhibition, % at 76.9 µM | 420,000 tested, 0.13% active; in the data active = activity change below about -50%; inconclusive = mostly about -30% to -49%;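 also: -100% = wells without enzyme as full effect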
Target sequence (Q9BTU6 whole entry, looked up): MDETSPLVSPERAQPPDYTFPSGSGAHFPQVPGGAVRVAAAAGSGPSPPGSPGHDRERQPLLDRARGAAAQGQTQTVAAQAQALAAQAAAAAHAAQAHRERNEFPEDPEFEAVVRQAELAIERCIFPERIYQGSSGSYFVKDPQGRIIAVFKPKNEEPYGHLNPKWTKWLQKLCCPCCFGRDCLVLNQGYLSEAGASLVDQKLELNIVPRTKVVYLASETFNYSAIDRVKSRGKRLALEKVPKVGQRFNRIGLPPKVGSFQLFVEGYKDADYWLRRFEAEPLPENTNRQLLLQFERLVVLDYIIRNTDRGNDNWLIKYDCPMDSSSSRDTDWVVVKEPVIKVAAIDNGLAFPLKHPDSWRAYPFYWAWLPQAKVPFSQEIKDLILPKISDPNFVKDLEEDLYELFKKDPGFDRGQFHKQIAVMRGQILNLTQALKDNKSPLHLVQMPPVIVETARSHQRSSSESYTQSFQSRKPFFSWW
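In this quantitative HTS, ADP production by PI4K2A was quantified luminescently after 1 h at ambient temperature; 100 microM adenosine served as plate-quality control.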
IDH1 R132H inh = inhibitors of human mutant IDH1 R132H; IDH1-R132H enzyme, NADPH consumption, diaphorase/resazurin fluorescence; O75874; Potency, µM (titrated, usually from 76.6 µM), for the others: top-dose activity change, negative = inhibition, hits mostly inhibitors; 390,000 tested, 0.093% active; also: potency is read from the fitted curve at half-maximal effect; % is scaled to controls: 0 for no effect and ±100 for the full control effect; nearly all actives have a fitted effect of over 65% in size
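IDH1-R132H (0.5 ug/mL) preincubated 30 min with compound, then NADPH (0.016 mM) and alpha-KG (2 mM) added; 80 min at RT, pH 7.5. Remaining NADPH coupled via diaphorase/resazurin to fluorescence (540/590 nm); concentration-response curves normalized to no-enzyme control.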
D2 agonist = D2 dopamine receptor (human) agonism | activation, % at 2 µM | HEK293 T-REx D2 cells, calcium flux agonist mode | 340,000 tested, 0.53% active | P14416;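 active = activation over 3 SD above normal in the single-dose calcium agonist read, cut at about 30% in these data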; also: 0% is about no effect
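Tetracycline-induced HEK293 Trex cells with D2 receptor force-coupled to calcium signaling, plated overnight at 30 C and loaded with no-wash calcium dye. Calcium flux read kinetically for 180 s after compound addition; responses flag agonists.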
TRHR enhancer = allosteric enhancers of human TRH receptor; P34981; TRHR cells, fluo-8 calcium fluorescence, EC20 TRH enhancement; enhancement, % at 2 µM; 360,000 tested, 0.66% active; in the data active = enhancement above about 30%; also: 0% is about no effect
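Enhancer read-out: after compound pinning and an initial kinetic agonist-mode read, an EC20 of TRH (10 nM final) was injected and fluo-8 calcium signal (Ex 480/Em 530) followed at 1 s/cycle for 100 cycles in TRHR-expressing cells.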
USP1 inh = USP1/UAF1 (human) deubiquitinase inhibition; Potency, µM (doses to about 57.1 µM), for the others: top-dose activity change, negative = inhibition, actives largely listed as inhibitors; 390,000 tested, 0.23% active; recombinant USP1/UAF1, Ub-Rhodamine cleavage fluorescence; AID 743255; O94782; also: potency is read from the fitted curve at half-maximal effect; % is scaled to controls: 0 for no effect and ±100 for the full control effect; nearly all actives have a fitted effect of over 60% in size; inactives centre near -12
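USP1/UAF1 complex (1 nM) preincubated 15 min at room temperature with compound, then Ub-Rho substrate (150 nM final) added. Kinetic fluorescence at 480/540 nm over 6 reads at 60 s intervals; 50 mM HEPES pH 7.8, 0.5 mM EDTA, 0.1 mg/ml BSA, 1 mM TCEP, 0.01% Tween-20.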
* = called active by the depositor; ? = inconclusive; nt = not tested or not shown; [ ] = remark or other dose. Unless noted, calls follow the shape of the dose curve; as a rule, active = well fitted inhibition curve with a large enough effect; inconclusive = small, poorly fitted or top-dose-only effect; inactive = no such curve, though single readings can be large or run the other way.

#	structure	TrxR1 inh	TRHR ag	D2 antagonist	IDH1 R132H inh	USP1 inh
1	Cn1nccc1CNC(=O)c1c(Cl)cnn1C	12%	-0.3	18	6%	-13%
2	COc1cc2c(cc1OC)[C@@H](NC(=O)COc1ccccc1)[C@H](OCc1ccccc1)C2	10%	nt	nt	2%	-29%
3	CCOC(=O)CC(NC(=O)CCc1c(C)nc2c(-c3ccccc3)c(C)nn2c1C)c1ccc(C)cc1 (stereo not given)	17%	-0.1	nt	12%	-23%
4	COc1ccc2c(c1)c1c(n2C(C)=O)C(OC(C)=O)=NCC1	2%	0.6	nt	1%	-7%
5	CCCc1nc2ccc(NC(C)=O)cc2c(=O)n1Cc1ccc(Cl)cc1	0%[57.1 µM]	0.8	-13	-3%	-2%
6	CCOC(=O)[C@H]1[C@H]2COc3ccc(Cl)cc3[C@@H]2N2C(=O)CN(Cc3ccc(Cl)cc3)C(=O)[C@@]12C	13%[57.1 µM]	0.6	-2	-7%	-26%
7	CCC(C)OC(=O)/C(C#N)=C\c1ccc(-c2ccccc2Cl)o1 (stereo not given)	-5%	2.7	nt	0%	72%[activator]
8	COc1cc(CN2CCCC(C)C2)ccc1OCc1ccccc1 (stereo not given)	23%	0.9	27	2%	?
9	Cc1ccc(S(=O)(=O)NC(CCC(N)=O)C(=O)NCc2ccc3c(c2)OCO3)c(C)c1 (stereo not given)	15%	-0.4	10	0%	-17%
10	O=C(Nc1cccc(NC(=O)c2ccco2)c1)c1ccc2c(c1)OCCO2	8%	-0.7	2	-6%	-4%
11	C=CCOC(=O)/C(=C\c1ccccc1)NC(=O)c1ccc(C)cc1	0%	0.3	-1	9%	-18%
12	COc1ccc2cc(S(=O)(=O)N3CCN(C)CC3)ccc2c1	0%	-0.7	1	5%	-17%
13	Brc1ccccc1C1=Nn2c(nnc2-c2ccccc2)SC1	-5%	-0.3	-5	6%	-17%
14	Cc1cc[n+](CC(=O)c2cccc([N+](=O)[O-])c2)c2ccccc12	10%	1.3	nt	4%	-22%
15	Cc1cccc(NC(=S)NCc2ccccn2)c1	7%[57.1 µM]	0.0	-4	3%	-2%

#	TrxR1 substrate	PI4K2A block	D2 agonist	TRHR enhancer
1	1%	-4	0.1	-3
2	3%	-3	nt	nt
3	0%	-5	nt	1
4	39%[activator]	-9	nt	3
5	-1%[57.1 µM]	3	-0.6	3
6	5%[57.1 µM]	-1	0.4	-4
7	-8%	-2	1.8	2
8	10%[57.1 µM]	3	0.2	7
9	3%	-5	-0.5	-4
10	-6%	0	-0.3	-4
11	-4%	1	-0.6	-2
12	3%	1	0.7	17
13	-7%	4	-0.2	12
14	1%	1	nt	34*
15	13%[57.1 µM]	-29	0.6	7

New compounds follow.
#	structure	TrxR1 inh	TRHR ag	D2 antagonist	IDH1 R132H inh	USP1 inh
16	CCOC(=O)N1CCN(c2cc(=O)n(-c3ccc(Br)cc3)c(=O)[nH]2)CC1	18µM*	-0.2	4	-3%	-14%
17	O=C(Nc1ccc(S(=O)(=O)NC2=NCCCCC2)cc1)c1ccc(=O)[nH]c1	16%	0.0	-3	0%	-19%
18	O=C(CSC(=S)N1CCCCC1)N1N=CCC1c1ccccc1 (stereo not given)	7%	-0.3	-4	6%	-7%
19	Cc1ccc(NC(=O)c2ccc(F)c(S(=O)(=O)N3CCOCC3)c2)cc1F	0%	0.4	-2	-1%	-5%
20	Cc1ccc(C(=O)O)cc1NC(=O)C1CCCN1S(=O)(=O)c1cccc2nsnc12 (stereo not given)	3%	-0.4	-7	-17%	-21%
21	CC(C)N(C(C)C)S(=O)(=O)c1ccc(NN)nc1	-10%	-0.8	nt	3%	-26%
22	CC(=O)CCC(=O)OCC(=O)Nc1ccc(SC(F)F)cc1	14%[57.1 µM]	-0.5	4	3%	-2%
23	Cn1c(=O)[nH]c(=O)c2c1nc(Br)n2CC(O)COCc1ccccc1 (stereo not given)	4%[57.1 µM]	1.0	-6	0%	-21%
24	O=C(NC(c1ccccc1)c1ccccc1)C1(c2cccs2)CCOCC1	-2%[57.1 µM]	-0.2	-1	6%	-6%
25	COc1ccc(-c2cc(CCC(=O)N3CCN(c4cc(C)ccc4C)CC3)[nH]n2)cc1	11%	nt	nt	6%	?
26	Cc1sc2nc(SC3CCOC3=O)n(Cc3ccccc3)c(=O)c2c1C (stereo not given)	8%	0.1	-1	-11%	-6%
27	Cc1ccc(NC(=O)Cn2c(=O)n(CC3CCC(C(=O)NC(C)C)CC3)c(=O)c3sccc32)cc1 (stereo not given)	12%[57.1 µM]	-0.3	nt	-8%	?
28	COC(=O)[C@@]1(Cc2ccc(F)cc2)[C@H]2c3cc(C(=O)N4CCCC4)n(CCCNc4ncc(C(F)(F)F)cc4Cl)c3C[C@H]2CN1C(=O)c1ccccc1	-6%[57.1 µM]	1.1	-4	-1%	?
29	Cc1ccc2oc(=O)c3cnn(CC(=O)N(CCC(C)C)Cc4ccco4)c3c2c1	2%[57.1 µM]	0.3	17	-7%	-27%
30	CCC(C)(C)NC(=O)CN(CCc1cccc(C)c1)C(=O)c1csnn1	15%	-0.1	-7	3%	-16%

#	TrxR1 substrate	PI4K2A block	D2 agonist	TRHR enhancer
16	-1%[57.1 µM]	-4	1.4	-4
17	0%	-4	2.3	30
18	-3%[57.1 µM]	0	0.3	53*
19	-1%	6	-0.5	-2
20	-4%	-4	1.4	12
21	5%	-6	nt	5
22	3%[57.1 µM]	-5	-0.4	-5
23	5%[57.1 µM]	-5	0.3	11
24	1%	0	-1.1	-4
25	-5%	2	nt	nt
26	3%[57.1 µM]	0	1.3	0
27	2%[57.1 µM]	-2	-1.2	-2
28	3%[57.1 µM]	-2	0.9	-2
29	2%[57.1 µM]	-2	-2.2	-14
30	11%[57.1 µM]	-15	0.1	-1

The list goes on, overlapping the part above by 5 compounds.
#	structure	TrxR1 inh	TRHR ag	D2 antagonist	IDH1 R132H inh	USP1 inh
26	Cc1sc2nc(SC3CCOC3=O)n(Cc3ccccc3)c(=O)c2c1C (stereo not given)	8%	0.1	-1	-11%	-6%
27	Cc1ccc(NC(=O)Cn2c(=O)n(CC3CCC(C(=O)NC(C)C)CC3)c(=O)c3sccc32)cc1 (stereo not given)	12%[57.1 µM]	-0.3	nt	-8%	?
28	COC(=O)[C@@]1(Cc2ccc(F)cc2)[C@H]2c3cc(C(=O)N4CCCC4)n(CCCNc4ncc(C(F)(F)F)cc4Cl)c3C[C@H]2CN1C(=O)c1ccccc1	-6%[57.1 µM]	1.1	-4	-1%	?
29	Cc1ccc2oc(=O)c3cnn(CC(=O)N(CCC(C)C)Cc4ccco4)c3c2c1	2%[57.1 µM]	0.3	17	-7%	-27%
30	CCC(C)(C)NC(=O)CN(CCc1cccc(C)c1)C(=O)c1csnn1	15%	-0.1	-7	3%	-16%
31	Cc1ccc(NC(=O)c2ccc(-c3ccccc3)s2)cc1	4%	2.1	nt	2%	?
32	COc1cccc(NC(=O)CSc2ccc3nnc(-c4ccccn4)n3n2)c1	-6%	-0.7	3	-12%	-13%
33	CC(=O)c1cccc(S(=O)(=O)NC2CC2)c1	-6%	0.9	-24	-5%	-15%
34	CCCn1c(=O)c2sccc2n2c(CCCC(=O)Nc3ccc(Oc4ccc(Cl)cc4)cc3)nnc12	16%	-0.4	nt	0%	-21%
35	CC(C)(C)C(=O)COC(=O)c1ccc(N)c([N+](=O)[O-])c1	-4%	-0.2	12	2%	-25%
36	COc1ccc(C2C(C(C)=O)=C(C)Nc3ncnn32)cc1[N+](=O)[O-] (stereo not given)	-3%	-1.0	4	-7%	-22%
37	CC(=O)Nc1ccc(S(=O)(=O)N(C#N)c2nc(C)cc(C)n2)cc1	16%	0.5	-3	-8%	-24%
38	COc1ccc(-c2ccc(NS(=O)(=O)c3ccccc3Cl)cc2)nn1	16%[57.1 µM]	-0.4	nt	-8%	-4%
39	Cn1c(SCC(=O)NCc2ccc3c(c2)OCO3)nnc1-c1cc2ccccc2cc1O	15%	nt	nt	5%	-23%
40	COc1cc(Cl)c(C)cc1NC(=O)Cn1ncc2c(=O)oc3ccccc3c21	12%	1.1	nt	12%	-26%
41	C=CCn1c(SCC(=O)NC(=O)c2cccn2C)nc2ccccc2c1=O	19%[57.1 µM]	-1.3	2	-5%	-31%
42	O=C(CNC(=O)c1ccccc1)OCc1nnc(-c2ccc(Cl)cc2)o1	29%[57.1 µM]	-2.0	-9	-4%	-4%
43	Cc1ccc(Sc2c(C)nn(-c3ccccc3)c2OC(=O)C(C)(C)C)cc1	41%[activator]	0.1	nt	24%	?
44	N#CC1=C(SCc2ccccc2)NC(=O)CC1c1cccc(O)c1 (stereo not given)	18%[57.1 µM]	-0.2	3	13%	?
45	COc1ccccc1CC1CC(=O)N(c2cccc(Cl)c2C)C1=O (stereo not given)	14%	-0.3	4	2%	0%
46	CCCOC(=O)c1ccc(NC(=O)C(=O)NCCN(CC)CC)cc1	24%	0.9	5	-5%	-23%

#	TrxR1 substrate	PI4K2A block	D2 agonist	TRHR enhancer
26	3%[57.1 µM]	0	1.3	0
27	2%[57.1 µM]	-2	-1.2	-2
28	3%[57.1 µM]	-2	0.9	-2
29	2%[57.1 µM]	-2	-2.2	-14
30	11%[57.1 µM]	-15	0.1	-1
31	9%	4	0.6	1
32	0%	2	0.2	-3
33	6%	7	1.9	-2
34	2%	3	-0.8	17
35	-1%	1	0.5	3
36	-10%	-4	-0.5	1
37	8%	3	-0.2	0
38	-2%[57.1 µM]	-3	0.6	-2
39	3%	-2	nt	nt
40	-2%	-1	-0.6	6
41	4%[57.1 µM]	-4	-0.4	0
42	5%[57.1 µM]	0	0.4	4
43	7%[2.29 µM]	4	-2.1	-1
44	5%[57.1 µM]	2	-0.1	1
45	-3%	2	0.0	3
46	8%	-3	-0.5	7
